Bim-Bcl-XL – inhibitors of Bim-Bcl-XL interaction, human; Q07817; Bim peptide-Bcl-XL binding, bead flow cytometry, fluorescence; inhibition, % at 10 µM; hit rate 0.04% among 190,000
Target sequence (Q07817 whole entry, looked up): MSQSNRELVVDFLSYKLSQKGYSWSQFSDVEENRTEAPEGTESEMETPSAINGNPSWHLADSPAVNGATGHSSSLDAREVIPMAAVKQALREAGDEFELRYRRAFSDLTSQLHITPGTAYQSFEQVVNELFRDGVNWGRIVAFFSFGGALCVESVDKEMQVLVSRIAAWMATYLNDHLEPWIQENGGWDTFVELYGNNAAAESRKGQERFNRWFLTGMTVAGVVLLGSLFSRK
RGS4-Gao reg – human RGS4-Galphao interaction regulation; P09471; Multiplexed bead flow cytometry, RGS4-Galphao binding; actives lie on both sides; binding response (% of control), % at 10 µM; hit rate 0.33% among 220,000; in the data active = binding response below about 49% or above about 150%; inactive = in between;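 also: fluorescent Galphao activated with aluminum fluoride binding bead-coupled RGS4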
Target sequence (P09471 whole entry, looked up): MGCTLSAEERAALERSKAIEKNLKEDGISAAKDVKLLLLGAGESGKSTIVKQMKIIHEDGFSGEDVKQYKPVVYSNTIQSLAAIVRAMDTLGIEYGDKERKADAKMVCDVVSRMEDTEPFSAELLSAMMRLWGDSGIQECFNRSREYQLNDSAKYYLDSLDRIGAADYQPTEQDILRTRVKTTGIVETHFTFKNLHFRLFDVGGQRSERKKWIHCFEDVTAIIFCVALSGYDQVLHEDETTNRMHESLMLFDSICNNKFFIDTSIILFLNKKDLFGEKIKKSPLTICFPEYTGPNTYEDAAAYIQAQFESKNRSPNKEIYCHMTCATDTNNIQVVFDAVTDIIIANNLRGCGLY
Bim-Bcl-W – disrupts Bim peptide binding to human Bcl-W; Q92843; inhibition, % at 10 µM; bead-based flow cytometry; AID 952; hit rate 0.02% among 190,000;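 also: 0% = bound tracer without compound and 100% = peptide blocker; higher means less fluorescent Bim peptide bound to Bcl-W beads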
GSH bead fluor – compound fluoresces at 488/530 nm on GSH beads; fluorescence (KMESF) at 10 µM; AID 1776; hit rate 0.25% among 190,000; GSH beads flow cytometry, compound fluorescence 488/530 nm; active compounds read high; in the data active = fluorescence above about 89;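 also: glutathione beads carrying GST-tagged Bcl family fusion proteins plus one bare bead set; values are compound well signal with DMSO vehicle wells as background; inactives centre near 16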
Bcl-B Bim block – disrupts Bim peptide binding to human Bcl-B; bead-based flow cytometry; inhibition, % at 10 µM; hit rate 0.073% among 190,000; AID 951;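 also: 0% = tracer peptide without compound and 100% = reference inhibitor peptide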
Mcl-1 Bim block – disrupts Bim peptide binding to human Mcl-1. Q07820. Bead-based flow cytometry, Bim peptide-Mcl-1 binding. inhibition, % at 10 µM. hit rate 0.1% among 190,000. AID 1009;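 also: 0% = no compound tracer wells and 100% = peptide blocker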
Target sequence (Q07820 whole entry, looked up): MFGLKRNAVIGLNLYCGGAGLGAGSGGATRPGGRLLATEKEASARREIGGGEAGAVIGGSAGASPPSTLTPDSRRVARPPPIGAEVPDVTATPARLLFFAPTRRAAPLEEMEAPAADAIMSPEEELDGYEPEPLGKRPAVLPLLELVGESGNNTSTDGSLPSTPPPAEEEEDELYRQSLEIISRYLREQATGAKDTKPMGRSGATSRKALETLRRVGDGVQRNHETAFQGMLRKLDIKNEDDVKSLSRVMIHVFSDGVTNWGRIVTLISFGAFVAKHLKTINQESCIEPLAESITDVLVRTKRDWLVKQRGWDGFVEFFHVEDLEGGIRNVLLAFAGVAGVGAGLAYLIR
RGS8-Gao reg – modulates binding of RGS8 to human Galphao; P09471; multiplexed bead flow cytometry; actives lie on both sides; response (percent of control binding), % at 10 µM; hit rate 0.34% among 220,000; in the data active = response below about 60% or above about 140%; inactive = in between;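 also: Galphao activated as the GDP aluminium fluoride complex binding bead-coupled RGS8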
Bim-Bfl-1 – human Bim-Bfl-1 interaction inhibition | Q16548 | Bead-based flow cytometry, Bim-Bfl-1 binding inhibition | inhibition, % at 10 µM | hit rate 0.12% among 190,000 | AID 1008;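 also: 0% = wells without compound plus tracer and 100% = blocker peptide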
RGS7-Gao reg – human RGS7-Galphao interaction regulation. P09471. hit rate 0.35% among 220,000. Multiplexed bead flow cytometry, RGS7-Galphao binding; actives lie on both sides. binding response (% of control), % at 10 µM; in the data active = binding response below about 49% or above about 150%; inconclusive = no clear call, values can overlap the other calls; inactive = in between;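 also: fluorescent Galphao held in activated GDP-AlF4 state binding bead-coupled RGS7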
Mcl1-Bid inh – Mcl-1/Bid interaction inhibition. Q07820. TR-FRET Mcl-1/Bid-Dy647 peptide binding, 1536-well. inhibition, % at 21.7 µM. hit rate 0.97% among 220,000. AID 1021;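 active = compounds that cut the binding signal by more than half at the single screening dose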;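 also: His-tagged Mcl-1 with europium anti-His antibody binding Bid BH3 peptide; 0% = Mcl-1 plus peptide wells and 100% = peptide-only wells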
Bim-Bcl-2 – disrupts Bim peptide binding to human Bcl-2; Bead-based flow cytometry, Bim peptide-Bcl-2 binding; hit rate 0.06% among 190,000; inhibition, % at 10 µM; P10415; in the data active = inhibition above about 40%; inconclusive = no clear call, values can overlap the other calls;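 also: 0% = no compound wells with probe peptide and 100% = reference peptide inhibitor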
* = called active by the depositor; ? = inconclusive; & = joins results of further samples. Rule as the data show it, unless noted: active = inhibition above about 40%.

SMILES	Bim-Bcl-XL	RGS4-Gao reg	Bim-Bcl-W	GSH bead fluor	Bcl-B Bim block	Mcl-1 Bim block	RGS8-Gao reg	Bim-Bfl-1	RGS7-Gao reg	Mcl1-Bid inh	Bim-Bcl-2
Cc1ccc(N2C(=O)CN(Cc3sccc3C)C2=S)cc1C	0	99	-2	11	-3	-2	97	-9	99	-6	-5
Cc1ccc(C)c(NS(=O)(=O)c2ccc(OCC(=O)N3CCOCC3)cc2)c1	-3	90	-1	26	-5	-1	96	-16	93	7	-10
O=C(N/N=C/c1cc(Br)c(Br)o1)c1cccnc1	-6	96	-1	16	-5	-2	100	-11	91	-18	-5
Cc1noc(C)c1S(=O)(=O)N1CCC(C(=O)N(C)Cc2ccccc2)CC1	2	101	0	17	2	0	100	-2	97	13	1
O=C(NCCCn1ccnc1)c1cc(-c2ccc3c(c2)OCO3)on1	-11	111	-3	29	-1	-4	123	-4	111	12	-4
Cc1ccc(C(C(=O)NC2CCCC2)N(Cc2ccco2)C(=O)CCC(=O)Nc2ccccn2)cc1 (stereo not drawn)	0	92	0	22	0	1	99	-1	97	-56	0
CCC(=O)c1ccc(OCC(=O)NC2(C#N)CCCCC2)cc1	0	105	0	12	0	1	102	-5	107	-16	-2
O=C(O)c1cc(=O)c2c(OCC(O)COc3cccc4oc(C(=O)O)cc(=O)c34)cccc2o1	-3	93	-2	20	-4	-1	95	-2	93	-4	-1
Cc1ccc(NC(=O)CCC(=O)NNC(=O)CCc2ccccc2)c(C)c1	-2	96	-3	14	-6	-1	96	-7	94	-5	-5
Fc1ccc(-n2c(-c3cccs3)nc3nc4ccccc4nc32)cc1	-6	96	-2	18	-16	-13	98	-12	95	-47	-2
CCC(C)(C)n1nnnc1CN1CCN(c2ccc(OC)cc2)CC1	0	102	-3	13	-9	-6	97	-4	107	-80	-3
COC(=O)C1CSC(C(=O)OC)N1C(=O)Nc1ccc(Cl)c(Cl)c1 (stereo not drawn)	2	100	0	65	-5	0	99	-9	101	1	-5
Cc1ccc(-c2noc(C3CCCN(C(=O)c4c(F)cccc4F)C3)n2)cc1 (stereo not drawn)	-8	106	-1	37	-3	1	104	-10	106	34	-6
CCCCNC(=O)c1ccc(CS(=O)(=O)Cc2ccccc2F)o1	-7	100	-4	21	-8	0	102	-7	98	-33	0
CC1(C)CC(NC(=O)CCC2CCCC2)CC(C)(C)N1	-1	92	0	34	-6	2	95	-10	89	-55	-4
Cc1ccccc1-c1n[nH]c(=S)n1/N=C/c1ccc(-c2ccccc2Br)o1	-1	94	0	17	-31	-4	97	7	99	-28	1
CC(C)c1nc2ccc(C(=O)O)cc2[nH]1	2	110	0	14	3	2	103	0	105	-7	0
CCc1cccc(C)c1NC(=O)C1=C(C(=O)O)CCCC1	-4	98	0	14	-4	0	98	-10	111	-15	-10
Cc1cc(SCC(=O)c2ccc3c(c2)OCO3)nc2ccccc12	-11	102	1	45	-13	-4	114	-9	106	-43	-10
Cc1cc(C)c2ccc(N)nc2c1O	-3	101	0	14	-4	0	101	-6	100	-107	-4
Nc1nnc(SCC(=O)OCC(=O)NC23CC4CC(CC(C4)C2)C3)s1	-2	19*	-5	12	-4	0	13*	-2	?	-7	-1
O=C(NCc1nc(-c2ccccc2)no1)c1ccc2c(c1)OCO2	0	102	-1	16	-1	-1	102	0	103	-1	-1
CCc1ccccc1NC(=O)CSc1nnc([C@@H](NC(=O)OC(C)(C)C)C(C)CC)o1 (stereo partly drawn)	-5	103	0	14	-8	-1	103	-8	101	-6	-5
CN(C(=O)c1cccn(Cc2ccccc2)c1=O)c1ccccc1	0	102	0	18	-4	-1	102	-4	?	-5	-2
CCCCN1C2CCCC1CC(NC(=O)c1ccc(OC)c(OC)c1)C2 (stereo not drawn)	0	99	1	25	0	-1	102	-1	100	-66	1
Cn1cnnc1SCc1ccc(C(=O)N=Nc2c(O)n(C)c3ccccc23)cc1	-4	107	0	7	-4	-6	109	2	105	-15	-1
CCCCn1c(N)c(-c2nc3ccccc3s2)c2c([N+](=O)[O-])nn(CC)c(=O)c21	-1	101	1	15	-3	0	99	-7	100	2	-3
COc1ccc(/C=N/N2C(=O)CSC2=S)cc1	-2	101	2	45	-10	0	98	-5	101	-51	-4
CCOc1ccccc1C(=O)N1CCN=C1SCc1cccnc1	3	96	0	12	1	1	102	-3	97	-18	-1
Nc1nc2ccccc2nc1N	-3	112	2	20	-6	6	107	-10	104	-1	0

Some of these compounds in order of their number in Bim-Bcl-2, high to low:
SMILES	Bim-Bcl-XL	RGS4-Gao reg	Bim-Bcl-W	GSH bead fluor	Bcl-B Bim block	Mcl-1 Bim block	RGS8-Gao reg	Bim-Bfl-1	RGS7-Gao reg	Mcl1-Bid inh	Bim-Bcl-2
CC(C)c1nc2ccc(C(=O)O)cc2[nH]1	2	110	0	14	3	2	103	0	105	-7	0
CCOc1ccccc1C(=O)N1CCN=C1SCc1cccnc1	3	96	0	12	1	1	102	-3	97	-18	-1
Cc1cc(C)c2ccc(N)nc2c1O	-3	101	0	14	-4	0	101	-6	100	-107	-4

Next part:
SMILES	Bim-Bcl-XL	RGS4-Gao reg	Bim-Bcl-W	GSH bead fluor	Bcl-B Bim block	Mcl-1 Bim block	RGS8-Gao reg	Bim-Bfl-1	RGS7-Gao reg	Mcl1-Bid inh	Bim-Bcl-2
CC(C)=CCN1CCN(Cc2ccc3nsnc3c2)CC1CCO (stereo not drawn)	-4	99	-7	10	-1	-1	102	-7	100	-28	-6
Cc1ccc(-c2csc3n[nH]c(=S)n23)cc1	-8	101	-2	20	-38	-11	98	4	115	-50	-6
CC(CN1C(C)CCCC1C)OC(=O)c1ccc(Cl)cc1Cl (stereo not drawn)	-1	106	0	15	-1	0	102	-2	?	-1	-3
Cc1cnc(C(=O)Nc2nnc(C)s2)cn1	0	99	1	10	0	0	98	-2	98	-34	0
CC(C)c1nc2sc3c(NCc4ccccc4)ncnc3c2c2c1COC(C)(C)C2	0	100	1	50	-6	1	102	-10	101	19	-5
O=C(CNC(=O)c1ccccc1)NCC(=O)OCc1ccc(Cl)cc1	-1	99	2	20	-3	-4	102	2	100	-6	0
CCn1c(=O)c2cc(C(=O)N3CCOCC3)sc2c2ccccc21	-5	99	0	20	-7	0	102	-10	98	-15	-5
CC1CN(S(=O)(=O)c2ccc(C(=O)Nc3ccc(S(=O)(=O)Nc4nccs4)cc3)cc2)CC(C)O1 (stereo not drawn)	-4	101	-3	14	-5	-4	101	-8	98	-18	-4
CCC(C)(C)NC(=O)C(c1ccco1)N(C(=O)Cn1nnc2ccccc21)c1ccc2c(c1)OCO2 (stereo not drawn)	-5	97	0	15	-7	0	97	-10	95	-11	-6
CCN1CCN(c2ccc([N+](=O)[O-])c(Sc3nc4ccccc4[nH]3)c2)CC1	-3	109	0	12	11	-1	129	7	108	-16	6
COc1cccc(NC(=O)C2CCN(S(=O)(=O)c3ccc4c(c3)OCCO4)CC2)c1	-6	102	0	7	-2	0	102	-8	102	-31	-6
CC(=O)c1cc(C#N)c(NCCCN(C)C)nc1C	0	97	0	14	0	3	99	-4	?	56*	-2
COc1ccc(C)cc1NC(=O)c1ccccc1NS(=O)(=O)c1cccc2cccnc12	-6	100	-4	11	1	-6	102	4	100	2	1
O=C(c1cccc(Br)c1)N1CCN(C(=O)N2CCCCC2)CC1	-1	97	-1	10	0	-1	102	-1	95	-3	0
CCC(=O)Nc1ccc(OCc2nc3ccccc3s2)cc1	-13	90	-5	16	-39	-4	92	10	93	-2	-3
COc1cccc(-c2nnc3sc(C4CCCCC4)nn23)c1	-2	95	-5	10	0	1	101	-2	96	-15	-2
O=C(C1CCN(C2CC(=O)N(c3ccc(F)cc3)C2=O)CC1)N1CCOCC1 (stereo not drawn)	-5	103	-1	30	-7	0	102	-8	101	-28	-5
Cc1ccc(C(=O)CSc2nc(N)cc(=O)[nH]2)cc1	-1	93	-2	29	0	-2	97	-6	91	-29	-2
CCC1CCCCN1C(=S)Nc1ccc(SC(F)F)cc1 (stereo not drawn)	-7	103	-3	12	-10	-3	102	-9	102	-34	-8
O=[N+]([O-])c1ccc(CSc2nnc(SCc3ccc(Cl)cc3)s2)cc1	0	92	1	17	3	-2	78	-3	92	-21	-7
Cc1ccc(Cl)c(NC(=O)CN(C)CC(=O)Nc2ccc(F)c(F)c2F)c1Cl	-3	99	0	11	-2	-3	100	-6	101	-6	0
O=C(NC1CCc2ccccc21)c1cc(COc2ccc(F)cc2F)on1 (stereo not drawn)	-1	105	1	18	-2	0	104	-4	111	-17	-4
COc1cccc(NC(=O)C(c2ccccc2)N2CCCC2)c1 (stereo not drawn)	1	87	1	12	-4	0	88	-4	?	-14	-1
Cc1cc(C(=O)COC(=O)CN(C)S(=O)(=O)c2ccc(Cl)cc2)c(C)n1CC1CCCO1 (stereo not drawn)	-9	102	0	38	-7	-5	101	-10	102	-41	-8
O=C(O)CSc1nc2c(c(C(F)(F)F)n1)CCCC2	-1	85&101	0	7	-5	0	99&101	-4	?	-8&-38	1
O=C(COc1ccc(S(=O)(=O)N2CCOCC2)cc1)Nc1ccccc1C(F)(F)F	-5	103	3	16	-3	4	100	-10	101	-6	2
CCn1c(CC(=O)Nc2ccc(C)cc2)nnc1SCC(=O)N1CCN(c2ccccc2)CC1	3	100	5	56	-5	2	105	-9	101	-61	-3
COC(=O)c1cc(C(=O)NCCCN2CCOCC2)cc([N+](=O)[O-])c1	0	101	-2	14	0	1	101	-1	?	-34	-1
COc1ccccc1NC(=O)CSc1nnc(CC(=O)Nc2ccccc2)n1C	-3	102	0	26	-11	-3	99	-7	96	-13	-11
COc1ccc(NC(=O)C2CCCN(S(=O)(=O)c3c(C)n[nH]c3C)C2)cc1 (stereo not drawn)	-10	96	-5	31	-12	-7	98	-20	96	-38	-10
CC(C)(C)C1CCC(=NNc2ccc(S(N)(=O)=O)cc2[N+](=O)[O-])CC1 (stereo not drawn)	0	101	0	6	2	-3	108	12	100	-16	5
CCOC(=O)Cc1csc(NC(=O)CSc2nnc3ccccn23)n1	-5	104	-3	12	-6	-3	105	-14	103	-4	-4
COCCn1nnnc1C(c1cc2c(C)cc(C)cc2[nH]c1=O)N1CCCCCC1 (stereo not drawn)	-2	94	-1	9	-5	0	97	1	102	-43	1
CCn1c(SCC(=O)NCC2CCCO2)nnc1-c1ccccc1 (stereo not drawn)	-5	102	0	38	-8	0	102	-10	98	-53	-8
Cn1c(=O)c2nc(-c3ccc(Cl)cc3Cl)oc2c2ccccc21	-10	97	-6	13	-11	-1	99	-9	95	12	-5
CCC(NC(=O)Nc1ncccc1C)(C(F)(F)F)C(F)(F)F	1	101	0	23	1	3	117	1	105	-22	0
N#C/C(=C/c1ccc(N2CCCCCC2)o1)c1cccc(F)c1	-3	86	-4	38	-20	-14	83	9	92	-7	-9
CC1(C)CC(=O)C2=C(C1)NC(SCC(N)=O)=C(C#N)C21CCCCC1	-3	101	-2	10	-5	-3	99	0	103	-99	-3
O=C(c1nnsc1S(=O)(=O)c1ccc(Cl)cc1)N1CCOCC1	-4	99	-3	15	-2	-1	101	-3	?	-18	0
COCCNC(=S)N/N=C/c1ccc(N2CCOCC2)cc1	-5	100	-1	4	-4	-1	101	2	100	-37	2
O=C(Nc1ccccc1N1CCOCC1)c1ccc(N2CCOCC2)c([N+](=O)[O-])c1	-4	101	0	9	-6	0	102	-8	103	2	-6
